From PubChem BioAssay
SENP6 block = SENP6 protease inhibitors, primary screen, biochemical, luminescence, uHTS | Sentrin-specific protease 6 (Homo sapiens), Q9GZR1 | Recombinant SENP6 catalytic domain, aminoluciferin luminescence | inhibition, % at 10 µM | 330,000 compounds, 1.8% hits | AID 2599, 2010;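 active = inhibition above about 50% at the single tested dose, limit read from the data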;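 note: plate controls were DMSO wells with enzyme for no effect and DMSO wells lacking enzyme for full effect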
Target sequence (Q9GZR1 628-1112 limits assumed): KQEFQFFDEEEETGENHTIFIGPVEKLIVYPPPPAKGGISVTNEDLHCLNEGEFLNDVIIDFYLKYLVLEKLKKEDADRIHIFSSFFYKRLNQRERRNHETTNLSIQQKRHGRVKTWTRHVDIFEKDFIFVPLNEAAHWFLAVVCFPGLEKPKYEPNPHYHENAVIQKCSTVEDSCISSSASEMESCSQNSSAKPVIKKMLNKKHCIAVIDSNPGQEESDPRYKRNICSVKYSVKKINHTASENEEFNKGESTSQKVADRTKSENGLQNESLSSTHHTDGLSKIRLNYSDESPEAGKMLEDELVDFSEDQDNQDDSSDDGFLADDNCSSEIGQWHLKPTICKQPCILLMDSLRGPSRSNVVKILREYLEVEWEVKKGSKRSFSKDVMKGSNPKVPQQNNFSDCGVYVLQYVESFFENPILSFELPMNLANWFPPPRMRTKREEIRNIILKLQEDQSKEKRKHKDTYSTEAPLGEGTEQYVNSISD
PfG6PD inh = PfG6PD enzyme inhibitors, primary screen, biochemical, fluorescence intensity, uHTS; glucose-6-phosphate dehydrogenase-6-phosphogluconolactonase (Plasmodium falciparum 3D7); PfGluPho enzyme, NADPH resazurin-diaphorase fluorescence; inhibition, % at 20 µM; 350,000 compounds, 0.78% hits; AID 504690, 2011;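 active = inhibition reaching at least a set limit at 20 µM in the primary screen, cut at about 59% in these data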;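 note: 0% = DMSO wells with substrate and 100% = DMSO wells lacking glucose-6-phosphate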
SENP8 block-1 = SENP8 protease inhibitors, primary screen, biochemical, luminescence; purified SENP8, Z-RLRGG-aminoluciferin cleavage; AID 2540, 2010; inhibition, % at 10 µM; 330,000 compounds, 1.2% hits; in the data active = inhibition above about 50%
Target sequence (Q96LD8 whole entry, looked up): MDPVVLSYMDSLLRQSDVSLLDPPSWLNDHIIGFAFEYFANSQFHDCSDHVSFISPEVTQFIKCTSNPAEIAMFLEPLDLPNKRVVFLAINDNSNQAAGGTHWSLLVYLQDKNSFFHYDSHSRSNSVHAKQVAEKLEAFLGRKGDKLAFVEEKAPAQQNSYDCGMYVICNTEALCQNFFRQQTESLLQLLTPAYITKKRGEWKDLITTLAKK
HKDC1 inh = HKDC1 hexokinase inhibitors, primary screen, biochemical, fluorescence, uHTS | Q2TB90 | recombinant HKDC1, G6PDH/diaphorase resazurin coupled fluorescence | inhibition, % at 20 µM | 340,000 compounds, 0.16% hits;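 active = inhibition above about 35% when tested at 20 µM, limit read from the data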;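 note: plate controls were DMSO wells with enzyme for no effect and DMSO wells lacking enzyme for full effect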
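Test system: Recombinant HKDC1 (HK5) hexokinase enzyme, produced in-house | Input: HKDC1 at 5 µg/mL | Buffer or medium: Tris pH 8.0 buffer with MgCl2, Tween-20, BSA, BME | Schedule: 90 min reaction incubation at room temperature, dark | Technique: Resazurin-to-resorufin fluorescence via G6PDH and diaphorase coupling, 525/613 nm | Controls: DMSO wells with and without enzyme mix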
SENP8 block-2 = human SENP8 protease inhibitors, primary screen, biochemical, fluorescence, Nedd8 protein substrate, uHTS; Sentrin-specific protease 8 (Homo sapiens), Q96LD8; 360,000 compounds, 0.64% hits; recombinant SENP8; AID 602440, 2012; inhibition, % at 20 µM; in the data active = inhibition mostly above about 40%, no sharp cut-off; inactive = mostly below about 27%
UBC13 inh = UBC13 polyubiquitin chain formation inhibitors, primary screen, biochemical, TR-FRET, uHTS; Ubiquitin-conjugating enzyme E2 N (Homo sapiens), P61088; inhibition, % at 20 µM; 330,000 compounds, 0.47% hits; AID 485273, 2010; in the data active = inhibition above about 45%, passing the limit was not always enough; inconclusive = no clear call, values can overlap the other calls
Target sequence (P61088 whole entry, looked up): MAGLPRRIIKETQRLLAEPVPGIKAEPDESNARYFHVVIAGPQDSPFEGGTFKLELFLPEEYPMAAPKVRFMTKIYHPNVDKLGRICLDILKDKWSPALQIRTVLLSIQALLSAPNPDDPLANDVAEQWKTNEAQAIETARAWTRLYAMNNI
beta cell repl = inducers of MIN6 beta-cell proliferation, primary screen, ATP luminescence, uHTS; proliferation, % at 10 µM; MIN6 cells proliferation, ATPlite luminescence, 48 h; cells starved in 0.2% serum; 100% = growth in 10% serum; 330,000 compounds, 0.29% hits; AID 2380, 2010;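 active = compounds whose signal lies at least 3.5 SD above the mean of all wells on their plate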;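 note: 0% = DMSO-treated cells in low-serum medium and 100% = 10% serum control; some compounds called inactive have numbers as strong as hits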
SENP7 inh = SENP7 protease inhibitors, primary screen, biochemical, luminescence, uHTS. recombinant SENP7, Z-RLRGG-aminoluciferin luminescence, 40 min. Sentrin-specific protease 7 (Homo sapiens), Q9BQF6. 330,000 compounds, 1.5% hits. inhibition, % at 5 µM;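 active = inhibition above about 50% at the single test dose, limit read from the data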;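 note: plate controls were DMSO with enzyme for no effect and no enzyme buffer wells for full effect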
SENP1 FRET inh = human SENP1 catalytic domain inhibitors, primary screen, biochemical, FRET, uHTS; Sentrin-specific protease 1 (Homo sapiens), Q9P0U3; recombinant SENP1 catalytic domain, CyPet-SUMO1-YPet FRET cleavage; inhibition, % at 10 µM; 360,000 compounds, 0.21% hits; AID 624204, 2012;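 active = inhibition at least 30% at 10 µM, raw YFP signal under a set limit, fluorescence ratio 0.5 to 1.5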;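 note: 0% = enzyme with DMSO and 100% = no enzyme wells; some results filed as inactive read as strong as hits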
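Controls: no-enzyme wells low, DMSO-plus-enzyme wells high control. Test system: human recombinant His6-tagged SENP1 catalytic domain enzyme. Reagent: SFCypet-SUMO1-SFYpet FRET protein substrate, 25 nM final. Doses: one dose per compound, 10 µM, 0.5% DMSO. Detection: FRET, CFP and YFP emission. Timing: 50 min reaction at room temperature.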
Starred values were filed as active, the others as inactive; ? = inconclusive; . = no result given.

Molecule	beta cell repl	SENP8 block-2	SENP7 inh	HKDC1 inh	PfG6PD inh	UBC13 inh	SENP1 FRET inh	SENP8 block-1	SENP6 block
CCCCCCCn1c(=N)n(CC(O)c2ccco2)c2ccccc21 (stereo not given)	.	-91	.	8	-22	.	-32	.	.
COc1cc(SC)ccc1C(=O)NCCNC(=O)c1nonc1N	-5	10	-4	0	-10	-10	0	-3	9
O=C(Cc1cccc2ccccc12)Nc1ccc(OC(F)F)c(Cl)c1	-6	21	10	-6	46	12	2	-5	12
COc1cc(CN(C(=O)c2ccco2)c2ccc(C)cc2)ccc1O	7	12	-1	-8	-29	9	3	6	8
CCC1CCCCN1Cc1cc(OC)c(O)c([N+](=O)[O-])c1 (stereo not given)	-2	.	2	-3	6	-35	.	-4	-8
COc1cc(OC)c2c(-c3cccc(-c4ccc(NC(C)=O)cc4)c3)cc(=O)oc2c1	.	-31	4	7	-9	.	2	.	.
COc1ccc(S(=O)(=O)N2CCOCC2)cc1NC(=O)Cc1coc2cc(C)c(C)cc12	2	-49	-2	-1	15	12	-10	-3	-17
CC(C)c1c(O)nc(SCCC(=O)O)[nH]c1=O	-2	1	8	-8	10	6	0	5	-7
O=c1[nH]c(=O)n(Cc2ccccc2)c2nc(-c3ccc(Oc4ccc(F)cc4)c([N+](=O)[O-])c3)n(CCO)c12	0	-63	6	23	5	1	-2	-1	-2
CC(=O)Nc1ccc(S(=O)(=O)N(C)CC(=O)OCC(=O)N(C)C2CCS(=O)(=O)C2)cc1 (stereo not given)	-2	3	-4	-5	-5	-1	2	-11	-17
Cc1ccccc1NC(=O)n1ncc2cc(Cl)ccc21	-3	11	-1	-5	17	1	0	8	11
Cc1ccccc1C(=O)NC(=S)NCc1cccnc1	-4	4	2	-12	-9	0	0	-10	-3
COc1ccccc1CNc1ncccc1[N+](=O)[O-]	-1	21	1	-4	-14	6	-8	-14	-2
O=C(O)c1ccc(N2CCCCS2(=O)=O)cc1	2	5	0	-12	19	1	-1	-5	-26
O=Cc1c(Sc2ccccn2)nc2ccccn2c1=O	0	5	-9	6	3	-8	-5	-9	-25
O=[N+]([O-])c1ccccc1/C=C/C=N/n1c(-c2ccco2)n[nH]c1=S	2	9	5	10	9	0	4	-3	-5

Looked up above.
`CCC1CCCCN1Cc1cc(OC)c(O)c([N+](=O)[O-])c1` (stereo not given) @ HKDC1 inh: -3
`COc1ccccc1CNc1ncccc1[N+](=O)[O-]` @ SENP8 block-1: -14

Next section
Molecule	beta cell repl	SENP8 block-2	SENP7 inh	HKDC1 inh	PfG6PD inh	UBC13 inh	SENP1 FRET inh	SENP8 block-1	SENP6 block
Cc1cc(NC(=O)CSc2cc(C)c3ccccc3n2)no1	7	0	4	-5	3	20	2	5	5
COCCNC(=O)Cn1cc(/C=C(\C#N)C(=O)NC2CCCC2)c2ccccc21	-1	-30	-4	3	-5	-15	-15	-5	-1
Cc1cccc(C(=O)NCC(=O)OCC(=O)N2CCN(S(=O)(=O)c3ccc(C)cc3C)CC2)c1	-3	7	-1	-4	-5	-6	2	-11	-4
COCCCNC(=O)CC(=O)N/N=C\c1ccc(SC)cc1	-1	-48	-2	16	-16	4	1	7	-13
CCCCCn1c(SCC#N)nc2cc(C(=O)NCC3CCCO3)ccc2c1=O (stereo not given)	-3	-4	-5	1	3	13	-1	0	-9
CCc1ccc(NC(=O)c2ccc(OC)c([N+](=O)[O-])c2)cc1	0	24	-6	1	2	-12	1	-4	-16
C=CCSc1nnc(N2C(=O)C(O)=C(C(=O)c3ccco3)C2c2ccc(F)cc2)s1 (stereo not given)	-4	-34	4	11	23	-20	21	-2	-13
Cc1cc(Cl)c(OCCCNCc2ccccc2)c(Br)c1	-6	0	-8	0	-1	1	0	-14	-10
Cc1ccccc1NC1=NS(=O)(=O)c2ccccc21	-3	2	3	12	-19	2	2	7	20
O=C1NN(c2ccccc2)C(=O)/C1=C\c1ccc(-c2cc([N+](=O)[O-])ccc2O)o1	0	22	-3	8	0	-158	8	9	-9
C=CCn1c(SCC(=O)Nc2ccc(F)cc2)nc2cc(C(=O)O)ccc2c1=O	-1	-2	-8	-2	-20	-16	2	-9	-5
COc1cc(CC(=O)NCC2COc3ccccc3O2)cc(OC)c1OC (stereo not given)	1	25	-4	-8	-2	-10	-3	5	12
Cc1ccc(C)c(N=Nc2ccc(O)c3ncccc23)c1	-5	34	-1	-33	-17	-150	5	0	4
O=c1oc2c(CN3CCOCC3)c(O)ccc2c2c1CCCC2	-1	-394	3	-1	-9	21	-151	-3	-4
COc1ccc(CN2CCN(Cc3cn(C)nc3-c3ccccc3)CC2CCO)c(C)c1C (stereo not given)	0	14	6	-10	5	9	1	3	-11
CCOc1ccc(Br)cc1S(=O)(=O)N1CCCN(C)CC1	1	18	4	-7	-9	-2	-1	8	22
Cc1ccc(NC(CC(=O)c2ccccc2)c2ccc(F)cc2)cc1 (stereo not given)	-5	2	0	-5	28	6	0	-3	-3
CCOC(=O)c1ccc(NC2=CC(=O)CC(c3ccco3)C2)cc1 (stereo not given)	-5	-82	5	-4	0	-4	-3	1	-14
CC1CC(=O)N(c2ccc(NCCc3ccccc3)c([N+](=O)[O-])c2)C1=O (stereo not given)	-1	36	0	-3	9	-60	5	-16	-23
Cc1cccc(C(=O)Nc2nnc(SCC(=O)Nc3ccc4c(c3)oc3ccccc34)s2)c1	0	-19	-3	-1	-12	-1	-2	-16	-43
Cc1ccc(S(=O)(=O)/N=C(\N)Nc2nc(C)c3cc(C)c(C)cc3n2)cc1	2	-66	4	-11	-8	?	2	3	15
O=C(CSc1ncccn1)N/N=C/c1ccc(OC2CSC2)cc1	-1	4	5	-8	-8	2	1	3	0
Cc1c(Cl)cccc1NC(=S)NCc1ccco1	-2	6	10	-2	0	2	-3	4	0
COc1cc(CNC2CCC(C)C2)cc(OC)c1 (stereo not given)	-1	16	5	9	-25	-2	1	-13	-12
Cc1nc2ccccc2c(C)c1CC(=O)N(CC(C)C)c1c(N)n(Cc2ccccc2)c(=O)[nH]c1=O	-4	-5	-4	-7	-6	2	-11	15	-6
CC1CN(C)C(c2ccccc2)C(C)C12NC(=O)NC2=O (stereo not given)	0	20	-3	-1	2	-6	0	2	-10
CCN(CC)C(=O)CSc1nnc(-c2ccncc2)n1N	2	23	2	-8	3	4	3	-3	-3
N=c1n(Cc2ccccc2Cl)c2ccccc2n1CC(O)c1ccco1 (stereo not given)	-5	4	0	-7	12	4	1	1	12
O=C(CN1C(=O)c2ccccc2C1=O)Nc1cccc([N+](=O)[O-])c1	0	19	5	-8	-1	1	1	-3	1
O=C(NCCc1ccccc1)C(=O)c1cn(CC(=O)N2CCCC2)c2ccccc12	-2	12	-3	-18	-66	3	1	-2	-5
N#CC1=C(N)Oc2c(ccc3cccnc23)C1c1ccncc1 (stereo not given)	-1	-121	1	3	14	-16	-13	7	8
COC(=O)Cc1ccc(NC(=S)N2CCN(C(=O)C3CCCO3)CC2)cc1 (stereo not given)	-3	1	7	6	-1	5	2	-7	-16
CC(=O)Nc1ccc(SC[C@H](Cc2ccccc2)N2CC[C@@H](O)CCC2=O)cc1	-2	0	4	-3	6	8	1	-1	16
Cc1ccc(S(=O)(=O)N2CCN(CCNC(=O)C(=O)NCc3ccccc3)CC2)cc1	0	5	-4	-4	-5	6	-2	3	2
O=C(NC(O)C(=O)c1ccc(F)cc1)c1ccc(F)cc1 (stereo not given)	-3	12	16	-4	11	-2	2	-9	-9
O=C(O)C1C2CCC(C2)C1C(=O)Nc1nc2ccccc2s1 (stereo not given)	0	6	-4	0	3	-1	0	-7	-19
Cc1oc(C(N)=O)cc1COc1ccc(C(N)=O)cc1	0	2	-1	-5	13	-1	0	3	-3
Cc1cc2c(c(SCC(N)=O)n1)C(=O)OC2	-2	-1	8	4	1	2	1	5	11
Cc1nnc(SCC(=O)NC2CCCC2)s1	-1	6	-1	6	-2	6	2	1	21
O=C(Cc1cccs1)Nc1ccccn1	0	-12	9	-5	8	-6	-2	-4	-16
CC1(C)Cc2c(c(N3CCOCC3)nc3snc(Br)c23)CO1	4	5	-1	7	42	15	0	4	-7
O=C(CCS(=O)(=O)c1ccccc1)NC12CC3CC(CC(C3)C1)C2	-2	26	4	0	-6	-8	1	2	3
O=C(Cn1c(=O)oc2ccccc21)Nc1nc(-c2ccccc2)cs1	-3	19	3	-2	-7	5	2	0	-20
COc1ccccc1CNS(=O)(=O)c1csc(C(N)=O)c1	-5	9	-12	-3	4	-12	1	-14	-8
COC(=O)Cc1c(C)c2ccc(OCC(=O)NCc3ccc4c(c3)OCO4)cc2oc1=O	-1	-401	-2	-5	3	3	-1	-1	-10
